FLuc act counter – FLuc activators, initial screening, artefact control for FLuc-dependent activation tests, biochemical, ATPlite luminescence. Luciferin 4-monooxygenase (Photinus pyralis), P08659. ATPlite luciferase biochemical, 10 min; 0 = ATP-free wells, 1 = DMSO control. activation factor at 10 µM. 200,000 tested, under 10 active. AID 1027, 2008;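 active = luciferase activation factor, scaled between plate controls, of at least 2 with compound at 10 µM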
Target sequence (P08659 whole entry, looked up): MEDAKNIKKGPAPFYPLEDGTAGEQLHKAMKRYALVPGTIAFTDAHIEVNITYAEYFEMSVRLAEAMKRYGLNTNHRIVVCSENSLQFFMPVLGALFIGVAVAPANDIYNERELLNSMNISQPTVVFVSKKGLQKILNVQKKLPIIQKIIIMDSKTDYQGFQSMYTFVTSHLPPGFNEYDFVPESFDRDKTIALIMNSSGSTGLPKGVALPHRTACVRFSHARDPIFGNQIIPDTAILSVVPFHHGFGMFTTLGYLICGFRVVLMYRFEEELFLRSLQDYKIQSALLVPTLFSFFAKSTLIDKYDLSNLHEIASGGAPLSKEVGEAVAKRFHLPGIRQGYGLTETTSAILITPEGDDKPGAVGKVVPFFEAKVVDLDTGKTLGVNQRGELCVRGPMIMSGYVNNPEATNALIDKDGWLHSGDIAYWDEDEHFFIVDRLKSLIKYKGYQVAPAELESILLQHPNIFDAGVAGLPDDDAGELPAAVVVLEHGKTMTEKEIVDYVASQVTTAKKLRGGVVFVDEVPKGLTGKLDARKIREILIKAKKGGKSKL
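System: Luciferase/luciferin detection reagent, cell-free biochemical luciferase assay | Medium: PBS buffer for ATP | Dosing: Test compounds dosed from 2 mM stocks in 100% DMSO | Timing: 10 min at ambient temperature | Signal: Luminescence measurement of luciferase light output | Evaluation: Luciferase activation, seen as luminescence increase over controls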
Efa HMGR inh – inhibitors of E. faecalis class II HMGR, primary screen, biochemical, Enterococcus faecalis. purified E. faecalis HMGR, NADPH absorbance 340 nm kinetic. HMG-CoA reductase (Enterococcus faecalis, mvaE). inhibition, % at 10 µM. actives 0.41% (n = 190,000). AID 1066, 2008;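 active = inhibition above a set limit, the median over all tested compounds plus 3 SD, cut at about 9.5% in these data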;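 also: enzyme runs in reverse so mevalonate oxidation gives rising NADPH absorbance; 0% = complete reaction with DMSO and 100% = background rate lacking mevalonate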
TNAP inh no acc – human TNAP enzyme inhibitors, primary screen, biochemical, luminescent, no phosphate acceptor, uHTS; purified TNAP, CDP-star luminescence, 30 min; inhibition, % at 20 µM; AID 1012, 2008; actives 0.26% (n = 200,000); Alkaline phosphatase, tissue-nonspecific isozyme (Homo sapiens), P05186;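 active = tissue-nonspecific alkaline phosphatase inhibition above about 50% at 20 µM in the single-dose screen, limit read from the data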;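 also: 0% = DMSO negative control and 100% = EDTA positive control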
G6PDH counter – L. mesenteroides G6PDH inhibitors, counter-screen for G6PDH-coupled screening assays, biochemical, Leuconostoc mesenteroides enzyme; glucose-6-phosphate dehydrogenase [Leuconostoc mesenteroides]; Purified L. mesenteroides G6PDH, diaphorase/resazurin coupled fluorescence, 45 min; inhibition, % at 5 µM; actives 0.12% (n = 200,000); AID 1020, 2008; in the data active = inhibition above about 50%
PMI act – activators of human PMI, primary screen, biochemical, fluorescence intensity, near-Km mannose 6-phosphate. purified human PMI, coupled resazurin fluorescence, 20 min; stronger effect = higher value; 1 = vehicle control, 0 substrate-free wells. actives 0.005% (n = 190,000). Mannose-6-phosphate isomerase (Homo sapiens), P34949. activation factor at 20 µM;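 active = activation factor of 2 or more at 20 µM, relative to plate controls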
Target sequence (P34949 whole entry, looked up): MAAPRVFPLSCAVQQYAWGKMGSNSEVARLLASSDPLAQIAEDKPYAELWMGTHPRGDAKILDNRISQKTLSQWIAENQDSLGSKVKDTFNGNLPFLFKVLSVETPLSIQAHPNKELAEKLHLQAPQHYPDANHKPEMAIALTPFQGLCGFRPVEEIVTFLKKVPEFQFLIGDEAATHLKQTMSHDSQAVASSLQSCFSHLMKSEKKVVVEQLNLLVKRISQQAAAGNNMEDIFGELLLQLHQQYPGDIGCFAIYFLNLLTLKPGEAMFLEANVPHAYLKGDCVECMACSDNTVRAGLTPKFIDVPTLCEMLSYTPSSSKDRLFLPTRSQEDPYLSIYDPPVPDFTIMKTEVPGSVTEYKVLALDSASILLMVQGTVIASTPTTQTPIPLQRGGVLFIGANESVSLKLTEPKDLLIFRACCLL
PMI act satM6P – human PMI activators, high substrate, primary screen, biochemical, fluorescence intensity, near-saturating mannose 6-phosphate; Mannose-6-phosphate isomerase (Homo sapiens), P34949; actives 0.34% (n = 190,000); activation factor at 20 µM; coupled PMI enzyme assay, resazurin fluorescence, 20 min; stronger effect = higher value; 1 = untreated enzyme, 0 = substrate-free blank; AID 1216, 2008;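 active = activation factor of 2 or more at 20 µM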
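Test system – human PMI in coupled enzyme assay · Timing – 20 min incubation at room temperature · Detection – Diaphorase-driven resazurin-to-resorufin fluorescence, excitation 544, emission 590 nm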
Diaph inh CS – diaphorase inhibitors and chemical oxidizers, primary screen, counter-screen for diaphorase-coupled primary assays, biochemical, uHTS, resorufin fluorescence | diaphorase resazurin-to-resorufin fluorescence, NADH, 16 min; bacterial (C. kluyveri) enzyme, not human | inhibition, % at 20 µM | actives 0.69% (n = 190,000);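 active = primary screen inhibition at 20 µM above a set limit, cut at about 50% in these data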;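 also: plate controls were DMSO with full reaction for no effect and wells lacking NADH for full effect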
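Assay system: diaphorase enzyme from Clostridium kluyveri; Input: enzyme working solution with 0.14 U/mL diaphorase; Timing: 16 min at room temperature; Technique: resorufin fluorescence, excitation 544 nm, emission 590 nm; Benchmarks: positive control minus NADH, DMSO neutral control.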
TNAP inh hi DEA – human TNAP enzyme inhibitors, primary screen, biochemical, luminescent, high phosphate acceptor level, uHTS; Alkaline phosphatase, tissue-nonspecific isozyme (Homo sapiens), P05186; purified TNAP, CDP-star luminescence, 1 M DEA; inhibition, % at 20 µM; actives 0.03% (n = 200,000); AID 1135, 2008;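 active = over 50% inhibition of tissue-nonspecific alkaline phosphatase at 20 µM in the single-dose screen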;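 also: plate controls were DMSO wells for no effect and EDTA-quenched wells as full inhibition for full effect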
TNAP act hiacc – TNAP activators at high phosphate acceptor level, primary screen, biochemical, luminescence, uHTS; Alkaline phosphatase, tissue-nonspecific isozyme (Homo sapiens), P05186; purified TNAP, CDP-star luminescence, 1 M DEA, 30 min; stronger effect = higher value; 0 = EDTA background, 1 = DMSO-only activity; activation factor at 20 µM; 200,000 tested, under 10 active; AID 1136, 2008;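 active = activation factor at least 2 at 20 µM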
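Assay system: human TNAP; Input: enzyme diluted 1/800 final; Reagent: CDP-star luminogenic substrate at 100 µM final; Timing: 30 min, room temperature; Signal: luminescence; Evaluation: TNAP activation factor scaled between EDTA and DMSO control wells.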
Diaph act CS – compounds boosting diaphorase resazurin reduction – biochemical, uHTS, resorufin fluorescence, counter-screen for diaphorase-coupled primary assays, primary screen; activation factor at 20 µM; actives 0.005% (n = 190,000); Diaphorase/resazurin coupled assay, 16 min; stronger effect = higher value; 1 = vehicle wells, 0 = NADH-free wells; AID 1229, 2008;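 active = diaphorase activity raised at least twofold by the compound at 20 µM; inactive = activation factor below 2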
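Test system: Clostridium kluyveri diaphorase, purified enzyme. Buffer or medium: 50 mM HEPES pH 7.4 buffer plus MgCl2 and Tween 20. Also added: 0.114 mM NADH and 0.1 mM resazurin, final amounts. Dosing: compound 20 µM once, DMSO 1%. Schedule: 16 min enzyme reaction, ambient temperature. Detection: fluorescence of resorufin, 544 nm excitation, 590 nm emission.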
An asterisk follows results filed as active; nt = not tested or not shown. The order is random. About 1.7% of those tested had a hit in this group.

SMILES	FLuc act counter	Efa HMGR inh	TNAP inh no acc	G6PDH counter	PMI act	PMI act satM6P	Diaph inh CS	TNAP inh hi DEA	TNAP act hiacc	Diaph act CS
CCCc1ccc(-c2c(C)sc(NC(=O)c3ccnn3C)c2C#N)cc1	1	-1	-5	1	0.9	1	27	-1	1	0.7
C/C(=N\NS(=O)(=O)c1ccc(C)cc1)c1ccc(Br)s1	1.1	0	-14	1	0.9	0.9	19	-6	1.1	0.8
CC(C)(CO)Nc1ccc([N+](=O)[O-])cc1[N+](=O)[O-]	1.1	-9	-1	5	0.9	1	9	2	1	0.9
N#Cc1cc(Cl)c(N2CCOCC2)cc1C#N	1	2	-7	4	1	1.1	-3	-2	1	1
CC1CN(S(=O)(=O)c2ccc(C(=O)Nc3ccc(S(=O)(=O)Nc4ncccn4)cc3)cc2)CC(C)O1 (configuration not stated)	1.1	0	-20	10	1.1	1.1	6	-1	1	0.9
CCn1c(SCC(=O)c2c(N)n(C)c(=O)n(C)c2=O)nnc1-c1ccccc1	1	-1	29	-20	1	1	9	-1	1	0.9
Cc1ccc(CNC(=O)c2cn(C3CCCCC3)c(=O)c3c2c2ccccc2n3C)o1	1	-2	-13	-4	1	1.1	24	-1	1	0.8
O=C(Nc1ccc(F)cc1)C(Sc1nnc2ccccn12)c1ccccc1 (configuration not stated)	1.1	1	-1	13	1	1	16	-2	1	0.8
CCN(CC)CCCNC(=O)CSc1c2c(nc3cc(Cl)ccc13)CCCC2	1.1	-1	-3	8	1	1.1	21	1	1	0.8
Cn1c(=O)n(Cc2ccccc2F)c2ccccc21	1.1	-2	-8	5	0.9	0.9	13	1	1	0.9
COc1ccccc1NC(=O)C1CCCN(c2nc(C)cc(C)n2)C1 (configuration not stated)	1.1	-8	-13	6	1.1	1.1	8	-5	1.1	0.9
CC(=O)Nc1nc(C)c(-c2csc(Nc3ccc(O)cc3)n2)s1	1	-2	-12	-50	0.8	0.9	26	2	1	0.7
Cc1ccc(OC(=O)Nc2ccccc2)cc1	0.5	4	-5	3	1.1	1	9	0	1	0.9
COc1ccc(Cl)cc1NC(=O)COc1cccc(-n2cnnn2)c1	1	1	-5	-51	1	1	-5	-7	1.1	1.1
CCN(CC(=O)Nc1ccccc1OC)C(=O)COc1ccc2ccccc2c1	1	-4	-4	-2	1	1	2	-3	1	1
O=C(O)C1CC=CCC1C(=O)NNc1ccccc1 (configuration not stated)	1	-2	-12	6	1.9	2.7*	5	-5	1.1	0.9
COc1ccc(CNC(=O)c2cccnc2Sc2ccc(C)c(C)c2)cc1	1	-4	-20	8	0.9	1	7	4	1	0.9
CCCNCC(O)Cn1c2ccccc2n2c(=O)cc(C)c(C#N)c12 (configuration not stated)	1	-9	-12	-20	1.1	1.1	-6	-5	1	1.1
CCS(=O)(=O)n1nc(-c2ccc(Cl)cc2)nc1N	1	-9	12	14	0.9	0.9	17	3	1	0.8
Cc1ccc(C(=O)Nc2cccc(C(=O)N3CCOCC3)c2)cc1	0.9	-5	1	3	1	1	10	-5	1	0.9
COc1ccc(N2CCN(C(c3ccccc3OC)c3nnnn3Cc3ccco3)CC2)cc1 (configuration not stated)	1.1	-5	-5	8	0.8	0.8	22	-5	1.1	0.8
CCN1CCCC1CNC(=O)CN1C(=O)COc2ccc(C)cc21 (configuration not stated)	1.1	-5	-5	-4	0.9	1	-8	-4	1	1.1
CC(=O)c1c(C)nc(-c2ccccc2)nc1NC(=O)C(C)C	1	1	-17	14	0.9	0.9	17	-4	1	0.8
CC1Cc2ccccc2N1c1ncnc(N)c1[N+](=O)[O-] (configuration not stated)	1	-2	4	12	0.9	1	-1	7	0.9	1
O=C(Nc1ccccc1OC(F)(F)F)c1ccc([N+](=O)[O-])cc1	1	-4	-2	14	0.8	0.9	23	-1	1	0.8
CCCCn1nc(C(=O)O)ccc1=O	1.1	-2	-1	0	0.9	0.9	23	-4	1	0.8
C=CCc1c(OC(C)=O)c2ccccc2n(C)c1=O	1	-1	-7	4	1.1	1.1	7	2	1	0.9
CC(=O)Nc1ccc(S(=O)(=O)NC(CC(=O)NCCc2ccccc2)C(C)C)cc1 (configuration not stated)	1.1	-1	-4	12	1	1	10	-6	1.1	0.9
Cc1ccc(C(=O)CSc2ncn[nH]2)cc1	1	-1	-6	6	1.1	0.9	17	-4	1	0.8
Cc1oc(-c2cccc(Cl)c2)nc1CSc1nc2c(c(=O)[nH]1)CCC2	1	-5	-5	21	1	0.9	1	-4	1	1
CCCCOc1ccc(C(=O)NC(=S)Nc2ccc(CN3CCOCC3)cc2)cc1	1.1	-3	-11	1	1	1	7	-5	1.1	0.9
Cc1ccc(C)n1NC(=O)c1ccc(O)cc1	1	-8	-16	7	1	1	6	0	1	0.9
CCOc1ccc(/C=C2/C(=N)N3OC(C)=CC3=NC2=O)cc1OC	1.1	-5	-16	-2	1	1	0	-5	1	1
CCOC(=O)C1C(=O)CC(C)(O)C(C(=O)OCC)C1/C=C/c1ccccc1 (configuration not stated)	1	-3	-6	8	0.9	0.9	5	-3	1	1
CCOc1ccccc1NC(=O)CSc1nnc(-c2ccccc2Cl)n1Cc1ccco1	1.1	0	2	2	1	1	15	-2	1	0.9
CC(C)C1Oc2ccccc2N(CC(=O)N(Cc2ccccn2)CC2CCCO2)C1=O (configuration not stated)	1.1	0	-11	2	0.9	0.9	26	-3	1	0.7
CCOC(=O)C1(Cc2ccc(O)cc2)NC(c2ccccc2F)C2C(=O)N(C)C(=O)C21 (configuration not stated)	1.1	-4	-15	5	1	1	15	-10	1.1	0.8
O=C(OCC1CCCN2CCCCC12)c1ccc2c(c1)OCO2 (configuration not stated)	1.1	-1	-4	9	1	1	11	-10	1.1	0.9
COc1cc(OC)c(C2SCCS2)c(OC)c1	1.1	-1	-2	-1	1	1	9	-4	1	0.9
O=C(NC(=S)NCc1ccccc1)C1CCCCC1	1	-4	-7	1	0.9	0.9	18	-1	1	0.8
CCCn1c(C)cc(/C=C(\C#N)C(=O)OCC(=O)Nc2ccc(OC)c(Cl)c2)c1C	1	3	-8	-42	1	0.9	1	3	1	1
CC(NC(=O)C(Cc1ccccc1)NC(=O)c1ccccc1)C(=O)O (configuration not stated)	1.1	-5	-11	8	1.1	1.1	6	-4	1	0.9
CCOC(=O)c1cccnc1SCC(=O)NCc1ccccc1	1	-2	-9	0	1.1	1.1	4	2	1	1
O=C(NCCc1ccc(Cl)cc1)C1CCN(S(=O)(=O)c2cccc3nonc23)CC1	1	0	-5	9	1	1.1	-6	-8	1.1	1.1
CCCc1cc(N2CCCC2)n2nc(C)c(-c3ccccc3)c2n1	1.1	-3	-6	-38	0.9	0.9	10	-2	1	0.9
COc1ccc(NC(=O)c2c(Cl)cnn2C)c(C)c1	1	-1	-9	9	0.9	0.9	19	-4	1	0.8
O=C(NN1CCOCC1)c1ccc(S(=O)(=O)N2CCCCC2)cc1	1	-7	-2	5	1.1	1.1	-15	-3	1	1.2
CC1CCC2(CC1)NC(=O)N(CC(=O)Nc1ccccc1-c1ccccc1)C2=O (configuration not stated)	1.1	-3	1	3	1	1	4	-4	1	1
O=C(Nc1ccccc1C(=O)O)c1ccc(Br)c(S(=O)(=O)NCc2ccccc2)c1	1	-1	2	16	nt	nt	nt	1	1	nt
COc1ccc(C(=O)O/N=C(/c2ccccc2)c2ccncc2)cc1OC	1.1	-5	-12	4	1.1	1.1	8	-3	1	0.9
COc1ccccc1CNC(=O)CCCOc1cc(=O)n(C)c2ccccc12	1.1	1	-9	2	0.9	0.9	21	-5	1	0.8
CCn1c(=O)cc(OCC(=O)NCCCN2CC(C)CC(C)C2)c2ccccc21 (configuration not stated)	1.1	1	-3	-10	0.9	1	3	0	1	1
COc1cccc(/C=C(\CC(=O)O)c2nc3ccccc3s2)c1	1	0	-18	4	1.2	1.1	11	-1	1	0.9
CC(C)c1ccc(NC(=O)C(c2ccc3c(c2)OCO3)N2CCCCC2)cc1 (configuration not stated)	1.1	-1	-41	11	0.8	0.9	29	-14	1.1	0.7
CCOc1ccc(-n2c(SCC(N)=O)nc3c([nH]c4ccccc43)c2=O)cc1	1.1	3	-16	-1	0.9	0.9	34	-10	1.1	0.7
Cn1c(=O)c2c(nc(SCC(=O)N3c4ccccc4CCc4ccccc43)n2C)n(C)c1=O	1	-5	-7	3	0.9	0.9	14	-5	1.1	0.9
O=c1c2ccccc2nc(-c2ccccc2Cl)n1O	1	0	-11	2	1.1	1.1	6	-2	1	0.9

Arranged by value in Efa HMGR inh (low to high): some entries from above.
mol | Efa HMGR inh
CCOC(=O)c1cccnc1SCC(=O)NCc1ccccc1 | -2
CC(C)c1ccc(NC(=O)C(c2ccc3c(c2)OCO3)N2CCCCC2)cc1 (configuration not stated) | -1
C/C(=N\NS(=O)(=O)c1ccc(C)cc1)c1ccc(Br)s1 | 0

High-throughput results: PubChem BioAssay, several laboratories
